High-throughput results (PubChem BioAssay)
KB-V1 cytotox = KB-V1 MDR subline cytotoxicity. Potency, µM (doses to about 46.1 µM), for the others: top-dose activity change, negative = cytotoxicity, usual class: cytotoxic. hit rate 3.4% among 400,000. KB-V1 MDR cells viability, CellTiter-Glo, 72 h; note: % is set by controls: 0 for no effect and ±100 for the full control effect; nearly all actives have a fitted effect of over 60% in size
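KB-V1, DMEM (no phenol red) + 10% FBS; cpd pin-transferred, titration series; 72 h, 37 degrees C; CellTiter-Glo, luminescence. Data normalized, curve-fit.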
GLP1R inv ag = inverse agonists of human GLP-1 receptor | P43220 | HEK293 GLP-1R CRE-luciferase, luminescence, 24 h; GLP-1R form is constitutively active | Potency, µM (highest dose often 38.3 µM), inactives show at the highest dose activity change, negative = inhibition, hits mostly inhibitors | hit rate 1.6% among 410,000; note: % is set by controls: 0 for no effect and ±100 for the full control effect; nearly all actives have a fitted effect of over 55% in size
Target sequence (P43220 whole entry, looked up): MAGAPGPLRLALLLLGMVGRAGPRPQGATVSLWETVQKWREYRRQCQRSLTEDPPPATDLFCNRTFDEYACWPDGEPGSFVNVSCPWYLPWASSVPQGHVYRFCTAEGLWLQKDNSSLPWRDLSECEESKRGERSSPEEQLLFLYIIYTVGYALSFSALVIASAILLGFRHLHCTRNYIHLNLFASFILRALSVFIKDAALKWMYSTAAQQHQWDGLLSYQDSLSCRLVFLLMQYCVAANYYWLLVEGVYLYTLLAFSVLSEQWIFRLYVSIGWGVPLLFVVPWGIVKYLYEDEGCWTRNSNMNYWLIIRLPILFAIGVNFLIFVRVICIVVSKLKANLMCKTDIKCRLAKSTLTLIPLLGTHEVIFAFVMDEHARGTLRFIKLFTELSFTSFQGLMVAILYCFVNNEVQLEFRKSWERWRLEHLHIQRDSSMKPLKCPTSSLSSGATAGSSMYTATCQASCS
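Assay principle: reduced luminescence from a cAMP-responsive reporter in HEK293 cells co-expressing a constitutively active GLP-1R. Conditions: 24 hr compound incubation, 37 deg C, 5% CO2.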
TDP-43 yeast inh = inhibitors of TDP-43 toxicity in yeast; TDP-43 expressing yeast growth rescue, BacTiter-Glo, 24 h; Potency, µM (top dose mostly 46.1 µM), for the others: at the top dose growth rescue (activation), hits mostly activators; AID 652104; hit rate 1.8% among 410,000; note: % of control where 0% means no effect; nearly all actives have a fitted effect of over 50% in size
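Readout is BacTiter-Glo luminescence of cell growth, so inhibitors register as activators. TDP-43-expressing yeast at OD600=0.02 in galactose medium, after raffinose pregrowth to mid-log, were incubated with compound for 24 hr at 30 deg C.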
SW480 rereplic = DNA re-replication induction in SW480 cells. Potency, µM (doses to about 46.1 µM), inactives show at the top dose re-replication activation, hits mostly activators. SW480 DNA re-replication, Hoechst DNA content imaging, 48 h. AID 624297. hit rate 1.8% among 340,000; note: % of control where 0% means no effect; nearly all actives have a fitted effect of over 55% in size
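250 cells/well; 23 nL cpd via pin tool; 48 hr, 37 C, 5% CO2; Hoechst 40 min; imager read of total nuclear intensity, ex 405/em 500-530 nm.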
GLP-1R agonist = GLP-1 receptor (human) agonism; P43220; HEK293 GLP-1R CRE-luciferase, luminescence, 4-6 h; cells express a hypersensitive GLP-1R form; Potency, µM (top dose mostly 45.6 µM), for the others: at the top dose activation, hits mostly activators; hit rate 0.007% among 380,000; AID 624172; note: % of control where 0% means no effect
HT1080NT lethal = kills 2HG-producing HT-1080-NT fibrosarcoma cells | HT-1080-NT fibrosarcoma viability, CellTiter-Glo ATP luminescence, 48 h | Potency, µM (titrated, usually from 46.1 µM), for the others: top-dose activity, negative = less viability, usual class: cytotoxic | hit rate 1.6% among 360,000 | AID 686970;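 note: NT is the 2HG producing partner of a matched IDH1 knockdown line; 0% = DMSO-treated cells and -100% = media-only wells without cells; nearly all actives have a fitted effect of over 55% in size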
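Viability of the 2HG-overproducing fibrosarcoma line after 48 hours of compound exposure at 37 degrees C was determined by luminescence with CellTiter-Glo, and concentration-effect curves were then fitted and categorized.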
KB-3-1 cytotox = KB-3-1 parental cell cytotoxicity; KB-3-1 viability, CellTiter-Glo ATP luminescence, 72 h; hit rate 1.4% among 400,000; AID 1347075; Potency, µM (top dose mostly 46.1 µM), inactives show at the top dose activity change, negative = cytotoxic, most hits filed as cytotoxic; note: % is set by controls: 0 for no effect and ±100 for the full control effect; nearly all actives have a fitted effect of over 60% in size
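KB-3-1 parental drug-naive adenocarcinoma cells in DMEM/10% FBS, incubated 72 h at 37 C with pin-transferred compounds across a concentration series. Viability by CellTiter-Glo luminescence; concentration-response curves fitted after normalization.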
HT1080 IDH1KD tx = kills HT-1080 cells with IDH1 knockdown | Potency, µM (highest dose often 46.1 µM), without a hit: at the highest dose activity, negative = toxicity, usual class: cytotoxic | hit rate 2% among 360,000 | HT-1080 IDH1 knockdown viability, ATP luminescence, 48 h;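 note: 0% = DMSO wells and -100% = cell-free medium wells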
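Cytotoxicity counter-line: IDH1KD HT-1080, 48 h, CellTiter-Glo. Curves classed by r2, magnitude and activity.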
HEK293 tox = cytotoxic in the GLP-1 receptor inverse agonist counter-screen. hit rate 0.13% among 410,000. Potency, µM (series often up to 38.3 µM), inactives show top-dose activity change, negative = inhibition, hits mostly inhibitors. HEK293 cAMP-luciferase reporter cells, luminescence, 24 h;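 note: loss of luciferase light is scored as toxicity; % is set by controls: 0 for no effect and ±100 for the full control effect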
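1536-well qHTS counterscreen of the MLSMR; 200 cells/uL, 12 h pre-incubation, 23 nL cpd, 24 h at 37 deg C 5% CO2, luciferase detection reagent, 12 min RT, luminescence. Inhibition = undesired.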
Active calls of the source: *; u = inconclusive; x = no result given; & = joins results of further samples; [ ] = another dose, or the depositor's remark. Calls come from the whole dose curve; as a rule, active = well fitted curve in the direction sought with a large enough effect; inconclusive = small, poorly fitted or top-dose-only effect, or another doubt; inactive = no such curve, though single readings can be large; an effect the other way counts as inactive or inconclusive. Potency is the fitted concentration of half-maximal effect. This is a random part of the collection; about 9.4% have a hit in one of these screens.

The first 10 compounds as a preview:
nr	SMILES	GLP-1R agonist	GLP1R inv ag	HEK293 tox	SW480 rereplic	HT1080NT lethal
1	CCOC(=O)N1CCN(C(=O)CSC2=NS(=O)(=O)c3cc(F)ccc3N2)CC1	-1%	-24%	-2%	-69%[inhibitor]	18%
2	Cc1cc(=O)oc2cc(OCC(=O)NCCc3c[nH]c4ccc(F)cc34)ccc12	1%	6%	-10%	13µM*	5%
3	CC1(c2nnc(Cc3ccccc3)o2)CC(c2cccc([N+](=O)[O-])c2)=NO1 (configuration not stated)	1%	-7%	-9%	-33%[inhibitor]	5%
4	CCOC(=O)C1CCCN(CC(=O)NC2=Nc3ccccc3N=C(C)C2c2ccccc2)C1 (configuration not stated)	4%	u	-16%	-4%	-11%
5	COc1ccc(C(C)C)cc1S(=O)(=O)NCC1CCCO1 (configuration not stated)	0%	-8%	0%	-20%	-8%
6	Nc1[nH]n2c(=O)c3c(nc2c1N=Nc1ccccc1)CCCC3	-5%	21%	-9%	12%	-13%
7	O=C(NCc1ccco1)C1Cc2c(-c3cccc(F)c3)ccnc2O1 (configuration not stated)	-3%	u	u	x	u
8	COc1ccc(S(=O)(=O)NCCC(=O)N2CCCC2)cc1N(C)S(C)(=O)=O	3%	-20%	-6%	1%	11%
9	Cc1ccc2c(CC(=O)Nc3ccc(S(=O)(=O)N4CCCCC4)cc3)coc2c1C	x	u	-16%	x	x
10	COc1ccc(OC)c(Nc2c3c(nc4ccccc24)CCC3)c1	u	u	u	4.1µM*	0.65µM*

nr	KB-3-1 cytotox	HT1080 IDH1KD tx	TDP-43 yeast inh	KB-V1 cytotox
1	16%	12%	-12%	17%
2	16%	13%	8%	u
3	4%	-2%	-15%	-16%
4	u	-3%	0%	u
5	-7%	2%	0%	3%
6	12µM*	-23%	8%	13µM*
7	1.2µM*	0.73µM*	19%	4.6µM*
8	-13%	13%	10%	-5%
9	-23%	x	-6%	u
10	1µM*	0.58µM*	-14%&4%	3.7µM*

The list itself, previewed entries included:
nr	SMILES	GLP-1R agonist	GLP1R inv ag	HEK293 tox	SW480 rereplic	HT1080NT lethal
1	CCOC(=O)N1CCN(C(=O)CSC2=NS(=O)(=O)c3cc(F)ccc3N2)CC1	-1%	-24%	-2%	-69%[inhibitor]	18%
2	Cc1cc(=O)oc2cc(OCC(=O)NCCc3c[nH]c4ccc(F)cc34)ccc12	1%	6%	-10%	13µM*	5%
3	CC1(c2nnc(Cc3ccccc3)o2)CC(c2cccc([N+](=O)[O-])c2)=NO1 (configuration not stated)	1%	-7%	-9%	-33%[inhibitor]	5%
4	CCOC(=O)C1CCCN(CC(=O)NC2=Nc3ccccc3N=C(C)C2c2ccccc2)C1 (configuration not stated)	4%	u	-16%	-4%	-11%
5	COc1ccc(C(C)C)cc1S(=O)(=O)NCC1CCCO1 (configuration not stated)	0%	-8%	0%	-20%	-8%
6	Nc1[nH]n2c(=O)c3c(nc2c1N=Nc1ccccc1)CCCC3	-5%	21%	-9%	12%	-13%
7	O=C(NCc1ccco1)C1Cc2c(-c3cccc(F)c3)ccnc2O1 (configuration not stated)	-3%	u	u	x	u
8	COc1ccc(S(=O)(=O)NCCC(=O)N2CCCC2)cc1N(C)S(C)(=O)=O	3%	-20%	-6%	1%	11%
9	Cc1ccc2c(CC(=O)Nc3ccc(S(=O)(=O)N4CCCCC4)cc3)coc2c1C	x	u	-16%	x	x
10	COc1ccc(OC)c(Nc2c3c(nc4ccccc24)CCC3)c1	u	u	u	4.1µM*	0.65µM*
11	COc1cc(Cl)ccc1OCc1cc(C(=O)NCC(C)c2ccccc2)no1 (configuration not stated)	2%	u	-2%	u	-3%
12	O=C(COC(=O)c1ccc(NS(=O)(=O)c2ccc3c(c2)OCCO3)cc1)NC1CCS(=O)(=O)C1 (configuration not stated)	0%	20%	1%	-1%	3%
13	COCCNC(=O)c1ccc(-n2c(SCc3cccnc3)nc3ccccc3c2=O)cc1	13%	7%	4%	7%	-15%
14	COC(=O)CN(c1cccc(OC)c1)S(C)(=O)=O	4%	0%	1%	4%	2%
15	CCOc1ccc(N2CC(C(=O)N3CCc4ccccc4C3)CC2=O)cc1 (configuration not stated)	1%	u	-12%	-5%	8%

nr	KB-3-1 cytotox	HT1080 IDH1KD tx	TDP-43 yeast inh	KB-V1 cytotox
1	16%	12%	-12%	17%
2	16%	13%	8%	u
3	4%	-2%	-15%	-16%
4	u	-3%	0%	u
5	-7%	2%	0%	3%
6	12µM*	-23%	8%	13µM*
7	1.2µM*	0.73µM*	19%	4.6µM*
8	-13%	13%	10%	-5%
9	-23%	x	-6%	u
10	1µM*	0.58µM*	-14%&4%	3.7µM*
11	2%	-1%	21%	-27%
12	24%	-8%	-9%	u
13	17%	u	1%	u
14	4%	9%	-11%	1%
15	6%	1%	u	0%

Next section; the last 2 above are carried over.
nr	SMILES	GLP-1R agonist	GLP1R inv ag	HEK293 tox	SW480 rereplic	HT1080NT lethal
14	COC(=O)CN(c1cccc(OC)c1)S(C)(=O)=O	4%	0%	1%	4%	2%
15	CCOc1ccc(N2CC(C(=O)N3CCc4ccccc4C3)CC2=O)cc1 (configuration not stated)	1%	u	-12%	-5%	8%
16	O=C(c1ccc2c(c1)OCO2)N1CCN(S(=O)(=O)N2CCCCC2)CC1	10%	8%	1%	-62%[inhibitor]	4%
17	Cc1[nH]c(=O)sc1C(=O)NCc1ccc([N+](=O)[O-])cc1	2%	14%	1%	x	4%
18	CCN(CCNC(=O)C1CCC(=O)N1Cc1ccc(C)cc1)c1ccccc1 (configuration not stated)	16%	-7%	7%	-9%	0%
19	CCOc1ccc(NC(=O)CN(C)C(=O)COc2cccc(CC)c2)cc1OCC	8%	u	3%	2%	2%
20	Cc1cc2oc(C(=O)N(Cc3ccccc3F)C3CCS(=O)(=O)C3)c(C)c2cc1Cl (configuration not stated)	x	u	-6%	x	x
21	CCn1c(=O)c2cc(C(=O)NCCC(C)C)sc2c2ccccc21	-4%	61%[activator]	0%	29%	9%
22	O=S(=O)(c1ccccc1)N1CCN(c2cccc(Cl)c2)CC1	4%	u	-17%	-1%	-3%
23	Cn1cccc1C(=O)NC(=O)COC(=O)c1ccc(O)cc1	-2%	-2%	-1%	0%	16%
24	Cc1nnc(SCCc2ccccc2)[nH]c1=O	0%	31%[activator]	5%	-9%	8%
25	CCOC(=O)CC1=CSC2=NS(=O)(=O)CCN12	-1%	5%	2%	-2%	2%
26	COCCN(C(=O)Cn1nnc2ccccc21)C(C(=O)NC1CCCCC1)c1ccc(OC)cc1OC (configuration not stated)	5%	0%	13%	u	-3%
27	CCNC(=O)C1(C)CCCN(Cc2noc(-c3ccccc3OC)n2)C1 (configuration not stated)	4%	-13%	6%	x	20%
28	Cc1[nH]c2ccc(C(C)C)cc2c1CC(=O)O	3%	3%	3%	-45%[inhibitor]	-6%
29	CN(Cc1ccc(Cl)cc1Cl)C(=O)CNC(=O)c1ccc2c(c1)OCO2	6%	u	4%	-4%	-2%
30	COc1ccc(-n2nc(C(=O)c3cccs3)cc(-c3nc4ccccc4[nH]3)c2=N)cc1	2%	6%	3%	u	-6%

nr	KB-3-1 cytotox	HT1080 IDH1KD tx	TDP-43 yeast inh	KB-V1 cytotox
14	4%	9%	-11%	1%
15	6%	1%	u	0%
16	13%	14%	-1%	3%
17	19%	13%	10%	-4%
18	2%	6%	15%	u
19	-13%	-10%	0%	u
20	-13%	x	26%	-4%
21	-4%	0%	7%	-7%
22	-15%	5%	u	-19%
23	-2%	24%	-2%	-2%
24	-15%	8%	12%	0%
25	0%	17%	-12%	-13%
26	-3%	-2%	-4%	-30%
27	0%	30%	-3%	-13%
28	10%	5%	14%	25%
29	-4%	0%	u	-9%
30	u	-21%	-19%	16µM*

More results.
nr	SMILES	GLP-1R agonist	GLP1R inv ag	HEK293 tox	SW480 rereplic	HT1080NT lethal
31	O=C(CN1C(=O)c2ccccc2Sc2ncccc21)Nc1cccc(C(F)(F)F)c1	-2%	u	-12%	x	x
32	CCn1ncc(Br)c1C(=O)Nc1cc(C)cc(C)c1	11%	u	4%[1.53 µM]	-4%	2%
33	O=C(NCC(c1cccnc1)N1CCN(c2ccc(F)cc2)CC1)OCc1ccccc1 (configuration not stated)	-12%	u	-3%	4%	-7%
34	COc1ccc(CNC(=O)CN(Cc2ccccc2)S(=O)(=O)c2ccc(Cl)cc2)cc1	-9%	u	2%	-1%	-1%[9.24 µM]
35	COc1ccccc1N1CCN(C2CCCN(C(=O)c3ccsc3)C2)CC1 (configuration not stated)	4%	-20%	-11%	1%	-7%
36	CCOc1ccc(NC(=O)CN(C)C(=O)c2cn3ccccc3n2)cc1OCC	21%	62%[activator]	3%	-2%	8%
37	C[C@@H](CO)NC(=O)c1nc[nH]c1C(=O)N[C@H](C)c1ccccc1	-1%	7%	-12%	x	5%
38	COc1ccc2nc3oc(C(=O)NCCCOC(C)C)cc3cc2c1	19%	22%	-4%	0%	3%
39	CCCCn1c(N)c(N(CC(C)C)C(=O)C2CCCN(C(=O)c3ccc(Cl)cc3)C2)c(=O)[nH]c1=O (configuration not stated)	-1%	31%[activator]	1%	u	13%
40	N#C/C(=C(/O)COC(=O)CCC1CCCCC1)c1nc2ccccc2[nH]1	-9%	u	u	u	-1%
41	CCNS(=O)(=O)c1ccc(NC(=S)NCc2ccco2)cc1	1%	-9%	-2%	3%	7%

nr	KB-3-1 cytotox	HT1080 IDH1KD tx	TDP-43 yeast inh	KB-V1 cytotox
31	3%	x	15%	-9%
32	21%	16%	27%	-23%
33	0%	-5%	0%	u
34	0%	-26%	-3%	u
35	-13%	-6%	12%	-18%
36	-3%	-4%	13%	15%
37	6%	0%	24%	-1%
38	18%	5%	17%	2%
39	-2%	13%	-20%	0%
40	u	0%	-14%	-27%
41	6%	7%	3%	-19%
